# Compound activity from PubChem BioAssay.
# K1F lysis inhibition – inhibition of K1F phage lysis, E. coli UTI89, bacterial capsule biogenesis inhibitors, alamar blue (AID 488966) | E. coli UTI89 K1F phage lysis, alamar blue, 2 h; higher % means a stronger effect | inhibition, % at 100 µM, or IC50 in µM where a hit was titrated | hit rate 0.02% among 340,000;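 active = phage lysis inhibition, versus mean bacterial control, above a set limit; inconclusive = no clear call, values can overlap the other calls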;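 note: capsule biogenesis inhibitors block K1F phage lysis so surviving cells raise fluorescence; higher fluorescence means more inhibition of phage lysis; actives were called in the ten point dose series up to 300 µM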
# Myeloid diff 2 – induction of myeloid progenitor differentiation, primary screen, cell-based, flow cytometry, MLPCN library | ER-HoxA9 myeloid progenitors, lysozyme-GFP differentiation | calls only at 10 µM | hit rate 1% among 360,000 | AID 624256, 2012;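 active = normalized GFP-positive differentiation at or above the plate's own cutoff, the solvent-only control mean plus 3 SD; inconclusive = no clear call, values can overlap the other calls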;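 note: cells exposed to compound for four days before flow analysis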
# RSV CPE inhibition – RSV antiviral activity via CPE protection, HEp-2 cells, primary 10 µM value included (AID 2391). HEp-2 cells, RSV-induced CPE inhibition; higher % means a stronger effect. one-dose CPE inhibition, % at 10 µM; IC50 in µM for titrated hits. hit rate 0.13% among 310,000; in the data active = a potency from the dose series; inconclusive = CPE inhibition mostly from about 23% at the one dose, without a potency; inactive = the rest, 99 in 100 with CPE inhibition below about 21%; note: strong numbers were not always called active
# MgcRacGAP inhibition – MgcRacGAP GTPase-activating activity inhibitors, confirmation, biochemical, ADP Hunter fluorescence | MgcRacGAP-stimulated Rac1 GTP hydrolysis, ADP Hunter fluorescence; higher % means a stronger effect; GST-tagged Rac1 F28L mutant substrate | Rac GTPase-activating protein 1 (Homo sapiens) | one-dose inhibition, % at 30 µM; IC50 in µM for titrated hits | hit rate 0.6% among 340,000;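 active = first-screen hits whose inhibition reached a set limit at any dose in the follow-up dose series; inconclusive = inhibition above the set first-screen limit but never retested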;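 note: fluorescence reports GDP produced by GAP-driven GTP hydrolysis; strong numbers were not always called active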
# Salmonella PhoP GFP – inhibitors of PhoP regulon expression, primary screen, Salmonella Typhimurium, GFP reporter (AID 1863); S. Typhimurium PhoP-regulated promoter GFP reporter, 4 h; higher % means a stronger effect; one-dose inhibition, % at 50 µM; IC50 in µM for titrated hits; hit rate 0.16% among 300,000;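 active = inhibition over 29.93%, a cutoff 3 SD above the screen mean, later confirmed by dose response; inconclusive = inhibition over 29.93% but no dose response follow-up; inactive = inhibition at most 29.93% or unconfirmed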;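 note: 0% = low Mg2+ inducing control and 100% = high Mg2+ repressing control; strong numbers were not always called active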
# T cell HTS – modulators of CD8 T cell-vesicle binding, primary screen, mouse 2C CD8+ T cells, flow cytometry | 2C CD8+ T cell-vesicle binding; hits give low values | hit rate 0.068% among 330,000 | AID 2052, 2009 | calls only at 7 µM;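 active = response, share of CD8 T cells binding vesicles, and their 90th percentile fluorescence all below set limits, cut at about 80% in these data, passing the limit was not always enough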
#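 Material: murine 2C transgenic CD8+ T lymphocytes / Also added: QL9-peptide-loaded Drosophila micro-vesicles bearing Ld, ICAM-1 and B7-1 / Schedule: binding step 1.5 h, 37 °C, antibody labelling 20 min, ice / Signal: flow cytometry, PE anti-B7-1 (FL2) versus Alexa647 anti-CD8 (FL8), PFA-fixed / Evaluation: percent CD8+ FL2 mean versus row control / Benchmarks: naked versus QL9-loaded vesicles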
# TNAP activation fold – human TNAP enzyme activators, primary screen, biochemical, luminescent, no phosphate acceptor, uHTS (AID 1001) | hit rate 0.03% among 200,000 | activation fold at 20 µM, or EC50 in µM where a hit was titrated | Alkaline phosphatase, tissue-nonspecific isozyme (Homo sapiens) | purified TNAP, luminescent activation assay, no phosphate acceptor; higher activation fold means a stronger effect; in the data active = activation fold from about 3, or a potency from the dose series; inactive = the rest, 99 in 100 with activation fold below about 1.6; note: many of its hits are not listed in these tables
# SV40 large T antigen – SV40 large T antigen inhibitors, biochemical (AID 1903); SV40 large T antigen ATPase/helicase inhibition assay; higher % means a stronger effect; hit rate 0.39% among 310,000; inhibition, % at 20 µM; hits with a dose series show IC50 in µM; in the data active = a potency from the dose series; inconclusive = inhibition mostly from about 32% at the one dose, without a potency; inactive = the rest, 99 in 100 with inhibition below about 32%; note: strong numbers were not always called active
# NTR1 agonist – agonists of NTR1, primary screen, imaging, U2OS cells, beta-arrestin-GFP, high content (AID 493036) | hit rate 0.17% among 330,000 | NTR1-U2OS beta-arrestin-GFP spot imaging, agonist mode | activation, % at 20 µM | Neurotensin receptor type 1 (Homo sapiens), P30989;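 active = activation at or above 40% of the spot to cytoplasm intensity ratio, with at least 20 cells analyzed; inconclusive = wells under 20 cells, flagged as cytotoxic or low count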;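 note: 0% = DMSO without peptide and 100% = 100 nM NTR1 peptide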
# Target sequence (P30989 whole entry, looked up): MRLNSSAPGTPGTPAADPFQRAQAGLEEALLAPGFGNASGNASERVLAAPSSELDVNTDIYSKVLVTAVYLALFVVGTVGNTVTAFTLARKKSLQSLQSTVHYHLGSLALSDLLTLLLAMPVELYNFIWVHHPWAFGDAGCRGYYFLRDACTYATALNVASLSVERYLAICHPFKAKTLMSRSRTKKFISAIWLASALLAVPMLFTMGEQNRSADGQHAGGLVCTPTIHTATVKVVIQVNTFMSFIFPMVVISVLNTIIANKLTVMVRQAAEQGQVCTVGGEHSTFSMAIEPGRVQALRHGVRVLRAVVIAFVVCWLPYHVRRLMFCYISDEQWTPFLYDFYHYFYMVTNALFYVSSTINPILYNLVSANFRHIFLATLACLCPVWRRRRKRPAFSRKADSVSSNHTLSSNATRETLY
# T cell HTS vesicle-bound % – also measured in T cell HTS; calls as there; double positive events, %; measured here: CD8+ vesicle-bound cell fraction;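 binding gate set so that unloaded-vesicle control wells show 10% double positive cells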
# NTR1 agonist cell count 20 µM – second read-out of NTR1 agonist, no call of its own (marks repeat the call); cell count; measured here: cell count, cytotoxicity flag
# Myeloid diff 2 GFP+ MAC1+ % – second read-out of Myeloid diff 2, no call of its own (marks repeat the call); GFP+ MAC1+ double positive, %; measured here: differentiation confirmed by MAC1 staining
# Numbers without * were called inactive; i = inactive; ? = inconclusive; . = no result given; + = active, no number; [ ] = remark or other dose. Rows are unselected; any-hit rate near 2.3%.
SMILES,K1F lysis inhibition,Myeloid diff 2,Myeloid diff 2 GFP+ MAC1+ %,RSV CPE inhibition,MgcRacGAP inhibition,Salmonella PhoP GFP,T cell HTS,T cell HTS vesicle-bound %,TNAP activation fold,SV40 large T antigen,NTR1 agonist,NTR1 agonist cell count 20 µM
COc1ccc(S(=O)(=O)N2c3ccccc3NC(=O)CC2C)cc1 (centres undefined),0.2%,i,1.1,1.6%,6%,-4%,i,23,.,27%,3.7,47
O=C(N/N=C/c1ccccc1)c1ccc(OCc2ccccc2)cc1,0.8%,i,0.1,0.2%,0%,1%,i,39,1.2,20%,2.9,38
Cc1ccccc1CNC(=O)Nc1cccs1,-0.3%,i,2.3,-0.2%,-2%,-2%,i,6,1.1,37%,-0.6,50
O=C1C(=O)N(CCCN2CCOCC2)C(c2ccc(F)cc2)/C1=C(\O)c1ccc2c(c1)OCCO2 (centres undefined),4.0%,i,1.6,0.7%,9%,2%,i,12,.,5%,-0.6,43
CN(C(=S)NC1=CCS(=O)(=O)C1)C1CCCCC1,0.3%,i,1.3,-0.8%,6%,-12%,i,33,1,8%,-0.6,83
COC(=O)COc1ccc(/C=C2\SC(=O)N(CC(=O)Nc3ccccc3F)C2=O)cc1,1.0%,i,0.7,0.2%,9%,-6%,i,53,.,23%,0.0,66
O=C(Cc1cccs1)NNC(=O)C12CC3CC(CC(C3)C1)C2,0.5%,i,0.1,1.6%,3%,-7%,i,6,1.7,12%,0.1,34
COc1cccc(CN2CCNC(=O)C2CC(=O)NCCCC2CCCC2)c1OC (centres undefined),-0.3%,i,0.6,0.9%,7%,-2%,i,5,.,27%,0.7,53
Cc1c(Cc2ccccc2)c(=O)oc2c(O)c(O)ccc12,.,i,0.1,.,.,1%,.,.,1,35%,1.0,93
CCOc1ccc(Cl)cc1S(=O)(=O)N1CCCC1,0.9%,i,1.2,.,5%,10%,i,38,1.1,-2%,0.4,80
O=C(/C=C/c1ccc(Br)cc1)c1ccc(NC2=NCCCS2)cc1,0.0%,i,0.0,10%,10%,16%,i,61,1.1,-10%,11,85
COC(=O)C1=NN(c2ccc(OC)cc2)C2C(=O)N(c3ccccc3OC)C(=O)C12 (centres undefined),.,i,0.6,0.6%,.,-7%,i,27,.,3%,-0.8,59
Cc1ccc(Cl)cc1-n1c(=O)cc(N2CC(C)OC(C)C2)[nH]c1=O (centres undefined),1.3%,i,6.3,.,-1%,3%,i,28,1.1,16%,0.1,85
COc1cc(OC)cc(C(=O)NNC(=S)Nc2ccccc2OC)c1,0.0%,i,0.9,-0.9%,-4%,-9%,i,27,2.7,19%,2.9,72
CCOC(=O)c1c(N)c2cc([N+](=O)[O-])cnc2n1C,.,i,0.3,2.6%,.,1%,i,35,.,17%,1.2,61
O=C(O)CSc1c2ccccc2cc2ccccc12,0.1%,i,0.6,5.1%,15%,-1%,i,30,.,7%,-0.5,60
O=C(CCCCCn1c(=S)[nH]c2cc3c(cc2c1=O)OCO3)N1CCN(c2ccccc2)CC1,0.0%,i,1.4,2.4%,0%,8%,i,32,.,7%,0.7,48
CCOc1ccc(NC2=NCC(=O)N2Cc2cccs2)cc1,2.4%,i,0.9,-0.6%,7%,-4%,i,5,1,4%,-0.7,36
CC(NC(=O)C1CCCN1S(=O)(=O)c1ccc2c(c1)n(C)c(=O)c(=O)n2C)c1ccccc1 (centres undefined),0.0%,i,0.4,0.1%,12%,-9%,i,42,.,12%,1.2,59
CCC(C)[C@H](NC(=O)OC(C)(C)C)c1nnc(SCc2c(C)[nH]c(=O)[nH]c2=O)o1 (some centres undefined),1.0%,.,.,0.1%,13%,2%,i,19,1.1,6%,-0.8,45

# Brought forward from above: 2 entries; new compounds follow.
SMILES,K1F lysis inhibition,Myeloid diff 2,Myeloid diff 2 GFP+ MAC1+ %,RSV CPE inhibition,MgcRacGAP inhibition,Salmonella PhoP GFP,T cell HTS,T cell HTS vesicle-bound %,TNAP activation fold,SV40 large T antigen,NTR1 agonist,NTR1 agonist cell count 20 µM
CC(NC(=O)C1CCCN1S(=O)(=O)c1ccc2c(c1)n(C)c(=O)c(=O)n2C)c1ccccc1 (centres undefined),0.0%,i,0.4,0.1%,12%,-9%,i,42,.,12%,1.2,59
CCC(C)[C@H](NC(=O)OC(C)(C)C)c1nnc(SCc2c(C)[nH]c(=O)[nH]c2=O)o1 (some centres undefined),1.0%,.,.,0.1%,13%,2%,i,19,1.1,6%,-0.8,45
Cc1cccc(C(=O)NCCCN2CCCC2=O)c1,1.8%,i,1.4,1.6%,8%,-13%,i,54,1.1,3%,2.2,50
O=C(O)c1ccc(NCc2ccc(Br)cc2)cc1,-0.6%,i,0.5,-0.7%,6%,-5%,i,16,1.1,5%,0.5,30
CC(=O)c1c(C(C)=O)c(C)n(C(c2ccccc2)c2ccccc2)c1C,0.1%,i,0.5,-0.7%,12%,-4%,i,55,1.1,9%,3.4,53
CCOc1ccc(C(C)NC(=O)C2CCCC2)cc1 (centres undefined),0.3%,i,0.1,2.4%,0%,-7%,i,30,1,7%,1.2,54
CC(C)C1N(C(=O)CN2CCCCC2)CCN1S(=O)(=O)c1ccccc1 (centres undefined),2.4%,i,1.2,-0.7%,6%,-1%,i,58,1,-1%,0.2,46
CC(C)(C)OC(=O)N1CCC2(CC1)Oc1ccc(F)cc1C(=O)C21CC(c2ccc(Cl)cc2)=NO1 (centres undefined),.,.,.,0.7%,.,12%,i,15,.,5%,-2.4,98
CC(C)n1c(C(O)c2ccc3c(c2)OCO3)nc2ccccc21 (centres undefined),6.6%,i,4.5,0.7%,7%,-10%,i,10,1.1,9%,-0.7,46
O=C(CCCn1nnnc1CN1CCOCC1)N1CCC(c2ccccc2Cl)C1 (centres undefined),0.1%,i,0.9,-1.0%,-6%,4%,i,5,.,15%,-1.2,56
Cc1noc(C)c1CSCC(=O)OCc1nc2ccccc2c(=O)n1CC#N,-1.5%,i,0.4,1.3%,-4%,-7%,i,11,1,2%,6.7,56
CC(C)N1CCN(Cc2ccccc2-c2ccco2)CC1CCO (centres undefined),0.0%,i,1.1,-1.4%,-2%,6%,i,60,1.1,7%,-1.5,55
CC(C)CCOc1ccc(C(=O)N2CCCC2C(=O)O)cc1 (centres undefined),-0.2%,i,0.2,0.6%,-1%,5%,i,68,1.1,1%,0.5,44
Brc1ccc(OCCCCCN2CCOCC2)cc1,1.0%,i,0.5,-1.2%,?,7%,i,36,1.1,0%,2.5,40
CCOc1ccc(CCNC(=O)COC(=O)c2cccnc2SC)cc1OCC,1.4%[50 µM],i,1.0,1.4%,1%,-6%,i,27,.,8%,0.4,65
COC(=O)c1ccccc1NC(=O)CSc1[nH]c(=O)cc(C)c1C#N,1.8%,i,0.0,1.4%,8%,.,i,60,1.1,.,0.2,66
COc1cccc2c(=O)c3cccc(N)c3[nH]c12,2.5%,i,0.4,8.4%,17%,1%,i,51,1,14%,2.0,52
O=C(Nc1ccccc1N1CCOCC1)C1CCN(S(=O)(=O)c2ccccc2F)CC1,1.2%[50 µM],i,0.8,4.3%,9%,-10%,i,5,1.1,4%,0.5,42
O=C(Cn1c(C(F)(F)F)nc2ccccc21)NCCCN1CCOCC1,0.1%,i,1.0,4.8%,3%,4%,i,62,1.1,22%,-2.8,100
CCOC(=O)c1c(C)[nH]c(C(=O)OCC(=O)c2c(N)n(C)c(=O)n(C)c2=O)c1C,.,.,.,1.4%,.,-5%,i,30,1.1,2%,0.4,40
CCN=c1scc(-c2ccccc2)n1/N=C/c1ccccn1,-0.4%,+,12*,?,12%,-8%,i,58,1,10%,3.0,70
O=C(Nc1ccc(Br)cn1)c1coc(=O)c(Br)c1,-0.1%,i,0.5,0.0%,5%,-9%,i,24,.,23%,0.6,59
CCN1CCN(CC(=O)N2N=C(c3ccc(OC)cc3)CC2c2ccc(OC)cc2)C(=O)C1=O (centres undefined),0.9%,i,0.3,-0.9%,3%,10%,i,40,1.1,4%,0.3,57
COc1cc(CCC(=O)OCC(=O)NC2CCCC(C)C2C)cc(OC)c1OC (centres undefined),1.2%,i,1.3,0.2%,-1%,4%,i,9,1.1,7%,-3.4,13
CC(OC(=O)CNC(=O)COc1ccccc1)C(=O)N(C)Cc1ccccc1 (centres undefined),1.2%[50 µM],i,0.6,1.8%,2%,3%,i,48,.,14%,0.2,77
Cn1c(Cc2nc3ccccc3n2C)nc2ccccc21,4.1%,i,1.3,2.1%,7%,-1%,i,16,.,-2%,-0.1,57
Cc1ccc(C)c(NC(=O)c2ccc[n+](Cc3ccc([N+](=O)[O-])cc3)c2)c1,1.1%,i,1.2,0.5%,11%,5%,i,26,1.1,22%,-2.2,47
N/C(Cc1ccc(Cl)cc1Cl)=N\OC(=O)Cc1cccs1,-0.7%[50 µM],i,0.3,-1.6%,6%,1%,i,54,1.1,20%,-1.2,73
CC(C)[C@@H](C(=O)NCC1CCCO1)N1C(=O)N2CCc3c([nH]c4ccccc34)[C@@]2(C)C1=O (some centres undefined),6.4%,i,3.0,.,0%,9%,i,13,.,22%,-2.2,89
COc1cccc(CN(C)S(=O)(=O)c2ccc3c(c2)OCCO3)c1,0.2%[50 µM],i,0.3,.,10%,.,.,.,.,.,1.9,79
O=C(CSCc1ccccc1Br)NC1CC1,3.1%,i,0.4,1.2%,9%,-4%,i,50,1.2,3%,-0.4,48
Cc1ccc(N2C(=O)[C@@H]3C(C(=O)CN4C(=O)c5ccccc5C4=O)=NN[C@@H]3C2=O)c(C)c1,.,i,0.5,-1.6%,.,-6%,i,19,.,7%,-0.7,44
CCc1cc2c3c([nH]c2cc1S(=O)(=O)N1CCC2(CC1)OCCO2)CCCC3=O,-0.1%,i,2.4,3.9%,15%,2%,i,7,.,0%,0.4,63
CCOc1cc(C(=O)N2CCCC2)cc(OCC)c1OCC,2.1%,i,1.2,0.3%,7%,-7%,i,61,1.1,17%,-1.7,54
